Screening data (PubChem BioAssay)
bovine MsrA act: bovine MsrA enzyme activators, primary screen, biochemical, absorbance, HTS. 0.3% of 360,000 active. Methionine sulfoxide reductase A (Bos taurus). purified bovine MsrA, absorbance read-out. activation, % at 10.6 µM; in the data active = activation above about 7.5%;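 also: 0% = vehicle and 100% = reference activator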
E coli Lon inh: inhibitors of E. coli Lon protease, primary screen, biochemical, fluorescence polarization. P0A9M0. purified E. coli Lon protease. inhibition, % at 7.94 µM. 0.42% of 360,000 active. AID 602123, 2011; in the data active = inhibition above about 13%, passing the limit was not always enough;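 also: 0% = enzyme with probe and DMSO and 100% = no enzyme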
Target sequence (P0A9M0 whole entry, looked up): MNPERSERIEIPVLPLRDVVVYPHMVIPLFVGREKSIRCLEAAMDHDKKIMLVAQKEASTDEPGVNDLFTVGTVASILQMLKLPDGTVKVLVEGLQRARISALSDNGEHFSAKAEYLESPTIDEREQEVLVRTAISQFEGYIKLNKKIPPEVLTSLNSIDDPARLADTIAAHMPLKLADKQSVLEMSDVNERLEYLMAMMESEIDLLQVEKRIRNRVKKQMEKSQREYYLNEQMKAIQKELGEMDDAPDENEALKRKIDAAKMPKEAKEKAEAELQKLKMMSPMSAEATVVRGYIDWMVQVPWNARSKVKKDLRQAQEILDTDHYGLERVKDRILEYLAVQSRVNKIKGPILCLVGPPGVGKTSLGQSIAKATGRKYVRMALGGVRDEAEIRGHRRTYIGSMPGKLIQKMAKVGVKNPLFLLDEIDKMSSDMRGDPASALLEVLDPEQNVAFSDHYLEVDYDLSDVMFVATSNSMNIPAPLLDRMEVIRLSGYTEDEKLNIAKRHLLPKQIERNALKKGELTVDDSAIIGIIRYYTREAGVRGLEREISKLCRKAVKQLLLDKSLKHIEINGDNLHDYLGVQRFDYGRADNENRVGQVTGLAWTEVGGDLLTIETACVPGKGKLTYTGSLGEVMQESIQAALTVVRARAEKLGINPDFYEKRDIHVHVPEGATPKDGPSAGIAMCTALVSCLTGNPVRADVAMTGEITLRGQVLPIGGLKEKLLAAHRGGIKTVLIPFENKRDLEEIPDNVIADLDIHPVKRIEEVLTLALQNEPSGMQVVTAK
SKN-1 inh: suppressors of acrylamide-induced Pgst-4::GFP reporter in worms, primary screen, SKN-1 inhibitor project, whole organism, uHTS, GFP/RFP fluorescence ratio, strain VP596. 0.49% of 360,000 active. AID 624304, 2012. inhibition, % at 21.8 µM. C. elegans VP596 Pgst-4::GFP/RFP ratio, 24 h;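 active = interference check ratio from 0.5 to 1.5 plus GFP to RFP signal ratio inhibition reaching or exceeding a fixed threshold, cut at about 30% in these data, passing the limit was not always enough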; also: some compounds called inactive have numbers as strong as hits
FAS-TE inh: FAS thioesterase domain inhibitors, primary screen, biochemical, fluorescence intensity, uHTS; recombinant FAS-TE, OMFH fluorogenic substrate, fluorescence endpoint; inhibition, % at 15 µM; Fatty acid synthase (Homo sapiens), P49327; 0.67% of 360,000 active;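 active = compounds whose normalised, plate-corrected inhibition of enzyme fluorescence in the single-dose primary screen is 50% or more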;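 also: 0% = DMSO with enzyme and 100% = substrate without enzyme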
MT1-MMP act inh: blockers of MT1-MMP proenzyme processing, primary screen, HT1080 RFP-PRO-GFP cells, GFP/RFP fluorescence. AID 651647, 2012. 0.061% of 360,000 active. Matrix metalloproteinase-14 (Homo sapiens), P50281. GFP/RFP ratio change, % at 20 µM. GFP/RFP ratio fluorescence, overnight; percent of plate control window, DMSO zero;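 active = GFP/RFP ratio change of at least 30% with cell ATP level not reduced by more than half and red fluorescence within 50% of control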; also: strong numbers were not always called active
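Assay system: HT1080 cells carrying an RFP-PRO-GFP reporter | Dosing: Single dose of 20 µM compound, 1% DMSO final | Incubation: Cells overnight before dosing, compound overnight, 37 °C, 5% CO2 | Evaluation: GFP/RFP fluorescence ratio | Control set: DMSO and RFP-L50D-GFP cell wells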
MsrA inh: bovine MsrA enzyme inhibitors, primary screen, biochemical, absorbance, HTS. inhibition, % at 15.5 µM. purified bovine MsrA, absorbance read-out. Methionine sulfoxide reductase A (Bos taurus). 0.75% of 360,000 active. AID 651718, 2012; in the data active = inhibition above about 4.5%;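 also: 0% = vehicle wells with enzyme and 100% = reference inhibitor wells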
Tb MetRS inh: T. brucei MetRS inhibitors, primary screen, biochemical, luminescence; purified T. brucei MetRS, ATP depletion, Kinase-Glo luminescence; AID 624268, 2012; inhibition, % at 11.9 µM; 0.4% of 360,000 active;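 active = inhibition above a per-plate cutoff of the control wells' mean inhibition plus 3 SD, cut at about 5.5% in these data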;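 also: 0% = DMSO wells median and 100% = median of wells with control inhibitor compound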
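assay system = parasite MetRS enzyme | timing = 15 min preincubation, 2 h reaction, all 25 °C | evaluation = percent inhibition relative to median high and low control wells | medium = HEPES buffer containing pyrophosphatase, BSA, spermine, DTT | compound = single dose, 11.9 µM final nominal, 0.9% final DMSO | detection = Kinase-Glo luminescence, ATP depletion format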
NRP1-CendR mod: modulators of CendR peptide binding to NRP-1, primary screen, biochemical, fluorescence polarization, uHTS; inhibition, % at 25 µM; 0.85% of 360,000 active; AID 602438, 2012; FAM-RPARPAR peptide binding to NRP-1; Neuropilin-1 (Homo sapiens), O14786;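 active = inhibition or corrected inhibition above about 18%, plus a signal ratio from 0.5 to 1.5, limit read from the data, passing the limit was not always enough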; also: strong numbers were not always called active
MLLE-PAM2 inh: inhibitors of PABP1 MLLE–PAM2 peptide binding, primary screen, biochemical, fluorescence polarization, FITC-PAM2, GST-MLLE; Polyadenylate-binding protein 1 (Homo sapiens), P11940; inhibition, % at 20 µM; 0.36% of 360,000 active; in the data active = inhibition above about 35%, passing the limit was not always enough;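 also: plate controls were DMSO wells with GST-MLLE for no effect and wells lacking GST-MLLE protein for full effect; some results filed as inactive read as strong as hits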
* = called active by the depositor; · = no result given.

SMILES | bovine MsrA act | E coli Lon inh | SKN-1 inh | FAS-TE inh | MT1-MMP act inh | MsrA inh | Tb MetRS inh | NRP1-CendR mod | MLLE-PAM2 inh
COc1ccc(/C=C/C(=O)Nc2cccc(S(=O)(=O)NC3=NCCCCC3)c2)cc1 | -6 | 0 | -7 | 0 | -3 | 2.3 | -0.5 | 3 | -2
N#Cc1ccc(COC(=O)c2cccnc2Cl)cc1 | -1 | -2 | 16 | -1 | 5 | -1.1 | 0.2 | 3 | -2
O=C(CC1C(=O)N(Cc2ccccc2)C(=S)N1CCN1CCOCC1)Nc1ccc(F)cc1 (stereo not given) | 0 | 2 | -8 | 6 | 0 | -1.0 | 1.5 | 5 | -14
CCOC(=O)c1c(NC(=O)CN2CCOCC2)sc(C(=O)NC)c1C | -2 | 1 | -9 | -3 | -2 | 0.9 | 0.4 | -12 | -9
CCOC(=O)c1cccc(NC(=O)CSc2nc3ccccc3c(=O)n2CC)c1 | -3 | 2 | -15 | 9 | 0 | -0.2 | 0.0 | -2 | -3
COc1ccccc1N1N=C(c2ccc([N+](=O)[O-])cc2)CC1c1ccccc1 (stereo not given) | -1 | -91 | 16 | 27 | -75 | 0.7 | -0.2 | -108 | -104
Cc1cc(/C=N/Nc2nc(N3CCOCC3)nc(N3CCOCC3)n2)c(C)n1-c1ccccc1 | -4 | -7 | 6 | -4 | -4 | 1.2 | -0.2 | -8 | -3
Cc1ccc(SCCC(=O)NCCSCc2ccco2)cc1 | -2 | 1 | 11 | 5 | 1 | 0.3 | 0.6 | 9 | 31
Cn1cc(SCC(=O)N2CCCc3ccccc32)c2ccccc21 | -2 | -2 | -5 | 15 | -4 | 2.2 | 0.3 | 4 | -2
CC(=O)Nc1ccc(CN2CCN(Cc3ccc(F)c(F)c3)C(CCO)C2)cc1 (stereo not given) | -1 | -14 | 2 | -6 | 1 | 1.3 | -0.1 | -3 | 5
COc1cccc(C(=O)/C=C/Nc2cccc(O)c2)c1 | -2 | 13 | 26 | -4 | -24 | · | 0.0 | -19 | 33
COC(=O)c1ccccc1NC(=O)CC#N | -8 | -8 | 6 | -7 | -3 | 1.7 | -1.2 | 0 | 3
CCc1nc2c(OCc3ccc(C(F)(F)F)cc3)cccn2c1N(C)C(=O)c1ccc(OC)cc1 | -7 | 3 | -4 | 26 | -2 | 0.2 | 0.0 | 14 | 1
CC(C)C(=O)c1c(C(C)C)nn2ccccc12 | 5 | -5 | 20 | -5 | 0 | 0.3 | -0.9 | -14 | 0
COc1ccccc1NS(=O)(=O)c1cc(NC(=O)c2cccs2)ccc1N1CCCCC1 | -9 | -2 | -11 | 29 | 8 | 0.5 | -0.5 | 5 | 12

The last 4 records of the section above are carried over, then new ones follow.
SMILES | bovine MsrA act | E coli Lon inh | SKN-1 inh | FAS-TE inh | MT1-MMP act inh | MsrA inh | Tb MetRS inh | NRP1-CendR mod | MLLE-PAM2 inh
COC(=O)c1ccccc1NC(=O)CC#N | -8 | -8 | 6 | -7 | -3 | 1.7 | -1.2 | 0 | 3
CCc1nc2c(OCc3ccc(C(F)(F)F)cc3)cccn2c1N(C)C(=O)c1ccc(OC)cc1 | -7 | 3 | -4 | 26 | -2 | 0.2 | 0.0 | 14 | 1
CC(C)C(=O)c1c(C(C)C)nn2ccccc12 | 5 | -5 | 20 | -5 | 0 | 0.3 | -0.9 | -14 | 0
COc1ccccc1NS(=O)(=O)c1cc(NC(=O)c2cccs2)ccc1N1CCCCC1 | -9 | -2 | -11 | 29 | 8 | 0.5 | -0.5 | 5 | 12
COc1ccc(S(=O)(=O)N2CCCC2C(=O)n2nc(C)cc2C)cc1 (stereo not given) | 2 | 4 | -1 | -7 | -4 | -1.1 | -0.5 | 3 | 7
N#C/C(=C\c1ccccc1Cl)C(=O)NC(=O)Oc1ccccc1 | -2 | 2 | 6 | 0 | -4 | 0.4 | -0.8 | 9 | -4
O=C1N2CCCCC1(c1ccccc1)CCCC2 | -2 | 4 | 1 | -5 | -1 | -0.1 | -0.8 | 1 | ·
COc1ccc(N2CCN(C(CNC(=O)C(=O)NCCCn3ccnc3)c3cccnc3)CC2)cc1 (stereo not given) | -3 | -2 | 8 | -8 | -3 | -1.7 | -0.7 | 6 | 3
Cc1cc(O)c(C2(O)C(=O)Nc3ccccc32)cc1C (stereo not given) | -2 | -3 | -8 | -1 | 0 | 2.2 | 0.1 | 14 | -8
O=C(CSc1ncnc2c1nnn2-c1ccc(F)cc1)NCC1CCCO1 (stereo not given) | 1 | 3 | 15 | -5 | 1 | 1.6 | 0.5 | -1 | 35
O=C(Cn1cnc2c(cnn2-c2ccc(Cl)cc2)c1=O)N1CCN(c2ccccc2)CC1 | 3 | -17 | 5 | 0 | 5 | -0.6 | 0.3 | -12 | 2
CC1=C(C(=O)N(C(C)C)C(C)C)CC(CC(=O)NCCCCc2ccccc2)C(=O)N1CCCN1CCCC1=O (stereo not given) | -1 | -4 | 8 | -6 | 2 | 0.8 | -0.5 | 12 | -4
COC(=O)N/N=C/c1cn(CC(C)COc2ccccc2)c2ccccc12 (stereo not given) | -13 | 4 | 8 | 20 | 0 | -0.1 | -1.2 | 4 | -5
COc1ccc(CNC(=O)CN(CC2CCCO2)C(=O)CNS(=O)(=O)c2ccc(F)cc2)cc1 (stereo not given) | -5 | 4 | 10 | -3 | 0 | -0.2 | -0.7 | -11 | -13
Cc1cnc(NC(=O)CSc2nnc(Cc3ccccc3)o2)s1 | -7 | -4 | 2 | -12 | 1 | · | -1.1 | 9 | 2
O=C(Nc1ccc2ccccc2c1)C(c1ccc(C(F)(F)F)cc1)n1c(=O)c(-c2cc3ccccc3[nH]2)nc2ccccc21 (stereo not given) | · | · | 10 | · | -11 | 0.8 | -0.1 | 14 | ·
COc1ccc(C(=O)Cn2nnc(-c3ccccc3NC(=O)C(F)(F)F)n2)cc1 | -3 | -4 | 1 | 24 | -4 | 0.1 | -0.2 | -4 | -11
COc1ccc(/C(C)=N/NC(=O)CNC(=O)/C=C\c2ccccc2)c(OC)c1 | -1 | 4 | 3 | -5 | -1 | 0.0 | 0.2 | 15 | 11
O=C(NCC1CCCN1S(=O)(=O)c1cccs1)C(=O)Nc1ccccc1Cl (stereo not given) | -1 | 22* | 4 | 7 | 3 | 0.8 | -0.1 | -32 | -14

Entries of single compounds, quoted from the list:
O=C(CSc1ncnc2c1nnn2-c1ccc(F)cc1)NCC1CCCO1 (stereo not given) is listed as bovine MsrA act = 1; E coli Lon inh = 3; SKN-1 inh = 15; FAS-TE inh = -5; MT1-MMP act inh = 1; MsrA inh = 1.6; Tb MetRS inh = 0.5; NRP1-CendR mod = -1; MLLE-PAM2 inh = 35
Cc1cc(O)c(C2(O)C(=O)Nc3ccccc32)cc1C (stereo not given) is listed as bovine MsrA act = -2; E coli Lon inh = -3; SKN-1 inh = -8; FAS-TE inh = -1; MT1-MMP act inh = 0; MsrA inh = 2.2; Tb MetRS inh = 0.1; NRP1-CendR mod = 14; MLLE-PAM2 inh = -8

More entries follow.
SMILES | bovine MsrA act | E coli Lon inh | SKN-1 inh | FAS-TE inh | MT1-MMP act inh | MsrA inh | Tb MetRS inh | NRP1-CendR mod | MLLE-PAM2 inh
CC1=NN(c2ccccc2C)C(=O)C1 | -3 | -1 | -5 | -9 | 7 | -2.4 | -0.3 | 8 | -12
Cn1cc(S(=O)(=O)NC(c2ccccc2)c2ccccc2)c(=O)n(C)c1=O | -1 | 3 | 5 | -4 | -1 | 1.2 | -0.7 | 12 | 10
NCCCn1c(C(=O)c2cc(Cl)c(N)c(Cl)c2)c2ccc([N+](=O)[O-])cc2[n+]1[O-] | -8 | -10 | -1 | -30 | -32 | 2.1 | 0.2 | -18 | -12
COc1ccc(/C(C)=N/N2CCOCC2)c(O)c1 | 0 | -4 | 2 | -5 | 0 | 1.6 | 0.3 | -10 | 7
N=c1c2ccccc2nc2n1CCCCC2 | -8 | 14 | 1 | -9 | -4 | -0.1 | -0.3 | -4 | 5
O=C(c1ccc2ccccc2n1)N1CCN(c2ccccc2Cl)CC1 | -7 | -4 | 0 | -2 | 3 | -1.1 | -1.0 | -4 | 9
O=C(c1snnc1-c1ccccc1)N1CCOCC1 | -3 | -7 | 4 | -3 | 0 | 1.0 | -0.4 | 11 | -6
CCOCCn1c(CN(C)Cc2ccccc2)nc2c1c(=O)n(C)c(=O)n2C | 5 | 2 | -17 | -3 | 5 | -0.1 | -0.2 | -3 | 12
O=C(C[C@@H]1C/C=C\C[C@@H](Cc2ccc(F)cc2)C(=O)OC[C@@H]2CCCN2C1=O)N[C@H](CO)Cc1ccccc1 | -1 | -3 | 11 | -5 | 3 | 1.4 | -0.3 | -8 | 6
COc1ccc(C(=O)OCC(=O)NC2CC2)cc1 | -1 | -5 | 17 | -7 | 0 | -0.5 | 0.3 | -2 | -12
O=C(NCCCN1CCOCC1)c1cc2c(s1)-c1ccccc1OC2 | -3 | -15 | 18 | -4 | 5 | 3.9 | -0.8 | 4 | 4
CCC(=O)Nc1ccc(NC(=S)NC(=O)Cc2ccccc2)cc1 | -1 | -2 | 5 | -15 | 6 | -0.4 | 0.4 | -11 | 10
COc1ccc(OC)c(N(CC(=O)Nc2cccnc2)S(C)(=O)=O)c1 | -2 | -5 | -2 | -7 | -9 | -0.5 | 0.1 | 2 | -6
Cc1ccc(C(=O)NC(=S)N2CCCC2)cc1 | -4 | 3 | -9 | -7 | -1 | 2.8 | -0.3 | 6 | -5
CCOc1ccc2nc(N/C(N)=N/C(=S)Nc3ccc(OC)cc3)nc(C)c2c1 | -2 | -8 | 11 | 44 | -6 | 0.0 | 0.0 | 3 | 18
Cc1ccc(C)n1-c1ccc(N(C)C)cc1 | -5 | -11 | 4 | 2 | 7 | -0.1 | -0.5 | -27 | 25
COc1ccc(CCn2nnc3ccccc3c2=O)cc1OC | -1 | -2 | 6 | -9 | -1 | 0.7 | 0.2 | -4 | -7
COc1ccc(S(=O)(=O)N(CC(=O)NCc2cccnc2)c2ccc(C)cc2)cc1OC | -2 | -1 | -2 | -6 | 1 | -0.5 | -0.3 | 6 | -8
CC(=O)CC(=O)Nc1ncc(C(F)(F)F)cc1Cl | -12 | 0 | -2 | 0 | 6 | -0.7 | -1.8 | -4 | -4
COc1ccccc1N1CCN(C(=O)c2ccoc2C)CC1 | -4 | -2 | -20 | -5 | -2 | -0.3 | -0.3 | 7 | -2
O=C(c1ccc(F)cc1F)N1CCCC(c2nc(-c3ccc(F)cc3)no2)C1 (stereo not given) | -7 | 1 | -4 | -8 | 5 | -1.0 | -1.5 | 4 | -10
CCN(CC)CCNC(=S)Nc1ccc2nc(N3CCN(C)CC3)cc(C)c2c1 | 1 | 5 | -2 | -6 | 0 | -0.1 | 0.1 | 10 | 13
CSc1ccc(NC(N)=S)cc1 | -2 | 2 | -11 | -1 | 0 | 1.6 | 0.4 | 6 | -5
